# Bioassay records (PubChem BioAssay)
# EPAC1 antag: EPAC1 (human) antagonism | O95398 | EPAC1 GEF assay, Rap1b-BODIPY-GDP exchange fluorescence | Potency, µM (titrated, usually from 115 µM), inactives show top-dose activity change, negative = inhibition, usual class: inhibitors | hit rate 0.14% among 360,000;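 further: potency means the concentration at half of the fitted maximal effect; plate controls were vehicle for no effect and positive control for full effect; nearly all actives have a fitted effect of over 50% in size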
# Target sequence (O95398 whole entry, looked up): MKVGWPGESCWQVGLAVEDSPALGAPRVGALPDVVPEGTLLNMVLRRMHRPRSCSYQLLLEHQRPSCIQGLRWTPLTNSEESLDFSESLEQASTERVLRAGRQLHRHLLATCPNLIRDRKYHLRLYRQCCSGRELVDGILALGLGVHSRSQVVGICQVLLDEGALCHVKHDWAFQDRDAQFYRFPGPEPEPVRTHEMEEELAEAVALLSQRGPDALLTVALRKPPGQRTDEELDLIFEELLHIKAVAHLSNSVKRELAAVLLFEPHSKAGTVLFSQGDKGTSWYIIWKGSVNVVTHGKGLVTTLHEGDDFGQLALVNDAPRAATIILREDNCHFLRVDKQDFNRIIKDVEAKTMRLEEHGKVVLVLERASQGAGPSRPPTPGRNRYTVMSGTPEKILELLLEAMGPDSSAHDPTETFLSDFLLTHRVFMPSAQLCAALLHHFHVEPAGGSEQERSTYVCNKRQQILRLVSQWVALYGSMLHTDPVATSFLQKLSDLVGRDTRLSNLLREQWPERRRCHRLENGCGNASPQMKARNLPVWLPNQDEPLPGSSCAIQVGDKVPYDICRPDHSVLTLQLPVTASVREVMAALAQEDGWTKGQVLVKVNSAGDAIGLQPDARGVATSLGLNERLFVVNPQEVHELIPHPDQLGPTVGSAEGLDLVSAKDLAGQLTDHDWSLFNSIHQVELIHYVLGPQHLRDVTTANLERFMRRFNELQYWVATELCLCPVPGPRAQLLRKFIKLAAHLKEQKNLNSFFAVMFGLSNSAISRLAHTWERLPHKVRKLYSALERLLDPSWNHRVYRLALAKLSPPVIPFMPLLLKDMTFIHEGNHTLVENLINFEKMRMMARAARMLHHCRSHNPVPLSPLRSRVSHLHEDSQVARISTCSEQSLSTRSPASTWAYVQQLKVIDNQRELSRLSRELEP
# WRN inhibitor: inhibitors of human WRN helicase; WRN helicase unwinding, fluorescent forked duplex, kinetic; Potency, µM (titrated, usually from 114 µM), without a hit: at the highest dose activity change, negative = inhibition, usual class: inhibitors; hit rate 0.46% among 360,000; AID 651768; further: potency means the concentration at half of the fitted maximal effect; on the % scale 0 is the no-effect control and ±100 the full control effect; nearly all actives have a fitted effect of over 55% in size
#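 Screening of the MLSMR collection measured strand separation of a quenched forked DNA duplex (100 nM) by 20 nM WRN with 2 mM ATP, all final. Compounds were preincubated with enzyme 15 min at room temperature.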
# MmCpn inh: blocks the Methanococcus maripaludis chaperonin Mm-Cpn | purified Mm-Cpn ATPase, ADP Transcreener TR-FRET | Potency, µM (highest dose often 76.9 µM), without a hit: at the highest dose activity, negative = inhibition, most hits filed as inhibitors | AID 504842 | hit rate 0.031% among 330,000; further: potency means the concentration at half of the fitted maximal effect; on the % scale 0 is the no-effect control and ±100 the full control effect; nearly all actives have a fitted effect of over 80% in size
#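 25 nM Mm-CPN + cpd, 10 min 37°C; + 10 uM ATP, 30 min 37°C; buffer 30 mM Tris pH 7.4, 100 mM KCl, 5 mM MgCl2, 1 mM DTT; Transcreener ADP HTRF detection 30 min RT.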
# EPAC2 antagonist: EPAC2 (human) antagonism | Potency, µM (titrated, usually from 114 µM), without a hit: at the highest dose activity, negative = inhibition, usual class: inhibitors | AID 720708 | EPAC2 GEF exchange of Rap1B-BODIPY-GDP, fluorescence | Q8WZA2 | hit rate 0.18% among 360,000; further: potency means the concentration at half of the fitted maximal effect; on the % scale 0 is the no-effect control and ±100 the full control effect; nearly all actives have a fitted effect of over 45% in size; many of its hits are not listed in these tables
# PLK1 PBD block: PLK1 (human) polo-box domain binding inhibition; P53350; Plk1 PBD binding of FITC phosphopeptide, fluorescence polarization; Potency, µM, for inactives: max response, negative = inhibition, most hits filed as inhibitors; hit rate 2.8% among 360,000; AID 720504; further: potency means the concentration at half of the fitted maximal effect; series mostly up to about 57 µM; on the % scale 0 is the no-effect control and ±100 the full control effect; nearly all actives have a fitted effect of over 65% in size
# CCT chaperon mod: changes cytosolic chaperonin activity; purified chaperonin ATPase assay, HTRF ADP detection, 30 min; activity change, % (concentration not given with the values), hits read low; hit rate 0.3% among 360,000; AID 651819; in the data active means activity change below about -30%; further: on the % scale 0 is the no-effect control and ±100 the full control effect
#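 ATPase activity: ADP formed was measured by HTRF Transcreener (665/615 nm ratio) after 30 min at 37 deg C with 10 uM ATP. Compounds screened at one 76 uM concentration against 40 or 20 nM TRiC in Tris pH 7.4/KCl/MgCl2/DTT buffer.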
# EPAC1 ag: agonists of human EPAC1; O95398; EPAC1 agonist qHTS, biochemical assay; response scale: 100% = response to 6.5 mM cAMP; Potency, µM (titrated, usually from 154 µM), for inactives: at the highest dose activation, hits mostly activators; hit rate 0.073% among 360,000; further: potency means the concentration at half of the fitted maximal effect; nearly all actives have a fitted effect of over 60% in size
#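 Multi-concentration qHTS readout: loss of Rap1B-bound BODIPY-GDP fluorescence driven by 100 nM EPAC1 with excess GDP (50 uM), monitored kinetically at room temperature; agonist response expressed relative to 6.5 mM cAMP.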
# PI5P4Ka inh: blocks human PI5P4K alpha kinase activity. max response, %. hit rate 1.2% among 330,000. AID 652105. PI5P4Kalpha enzyme, ADP-Glo luminescence, 60 min; active compounds read low. P48426; active means max response of -50% or lower; inconclusive means between -30% and -50%; inactive means -30% or higher; further: value at the top dose of about 77 µM; on the % scale 0 is the no-effect control and ±100 the full control effect
#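 Reactions run in 0.038 M HEPES pH 7.4, 0.28 mM EGTA, 0.1% CHAPS and 5% DMSO, with PI5P4Kalpha, substrate, compound and 5 microM ATP final, one hour at room temperature. Readout is ADP-Glo luminescence.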
# The depositor's hits bear a star; ? = inconclusive; . = not tested or not shown; [ ] = remark or other dose. Unless noted, the call rests on the fitted dose curve; in most records, active means well fitted curve in the direction sought with a large enough effect; inconclusive means small, poorly fitted or top-dose-only effect, or another doubt; inactive means no such curve, though single readings can be large; an effect the other way counts as inactive or inconclusive. These rows are one share of the data. The share of hits here may be higher or lower than overall.
Molecule,EPAC1 antag,WRN inhibitor,MmCpn inh,EPAC2 antagonist,PLK1 PBD block,CCT chaperon mod,EPAC1 ag,PI5P4Ka inh
CCCCn1c(=O)[nH]c2c(oc3ccccc32)c1=O,6%,1%[57.1 µM],?,4%,3%,-0.8,-5%,-2
CCOc1ccc(N=Cc2c(O)c3ccccc3oc2=O)cc1,0%,-5%,-1%,1%,-7%,-2.6,4%,3
CCOc1ccc(N(CC)C(=O)CCS(=O)(=O)c2cccc3nonc23)cc1,-14%,-4%,-1%,-2%,4%,1.5,-4%,1
CCCNc1nc(C)c(C(C)=O)cc1C#N,4%,9%,-17%,0%,-6%,-5.3,14%,1
CCN(CC)c1nc(OC)nc(-n2nnc(C(C)=O)c2C)n1,-3%,-8%,1%,-15%,-1%,0.1,5%,-1
CCn1c(C(c2ccccc2)c2ccccc2)n[nH]c1=S,2%,0%,-3%,7%,-5%,0.5,2%,-10
CCOC(=O)/C(C#N)=C\c1ccc(OCC(=O)Nc2ccc(C)cc2C)c(OC)c1,-21%,-2%,-9%,-3%,2%,0.8,10%,10
CCCOc1ccc2cc(C(=O)NCc3ccccc3)c(=O)oc2c1,-10%,-4%,0%,-10%,15%,-1.2,-7%,3
O=C(Nc1ccc2c(c1)OCCO2)c1cccc(Br)c1,-3%,6%,1%,-5%,-16%,-0.3,7%,-1
Cc1ccc(C)c(NC(=O)CSc2ccc(-c3cccs3)nn2)c1,?,-15%,?,-12%,-11%,0.9,-2%,3
N=c1n(CCO)c2ccccc2n1CCN1CCCCC1,-16%,4%,3%,-12%,-23%,0.3,3%,1
COc1ccc(N(CC(=O)N2CCCCC2)S(=O)(=O)c2ccccc2)c(OC)c1,-1%,0%[57.1 µM],-4%,4%,-2%,0.5,-6%,.
CCCCN(C)C/C(O)=C(\C#N)c1nc(-c2ccccc2)cs1,-6%,3%,1%,-10%,-15%,-1.8,3%,1
CCOC(=O)C1=C[C@@H](C(C)(C)C)N(S(=O)(=O)c2ccccc2C)[C@H]1c1ccc(Cl)cc1,-9%,-11%,.,6%,-6%,1.0,-4%,13
Cc1cc(C)n(-c2ccc(C(=O)N3CCN(c4ccccn4)CC3)cc2)n1,-19%,2%,0%,3%,-2%,-0.9,-10%,0
C#CCCCc1nc2ccccc2c(=O)n1N,15%,-4%,-1%,-2%,-9%,-5.7,0%,1
Cc1ccc(-c2noc(CCCc3ccccc3)n2)cc1,?,-3%,2%,-2%,0%,-3.9,-8%,18
CC(=NOC(=O)c1ccc(Cl)cc1)c1nccs1,1%,-8%,.,3%,-13%,-0.2,4%,-8
Cc1ccc(-n2ncc3c2CCCC3NC(=O)CCC2=NNC(=O)CC2)cc1C (configuration not stated),12%,-9%,-2%,10%,1%,0.4,-6%,-2
O=C(COc1ccccc1[N+](=O)[O-])N/N=C/c1ccc(O)cc1,?,-16%,1%,-25%,-3%,3.7,-6%,2

# Gathered by group, the entries above containing an aryl methoxy group.
Molecule,EPAC1 antag,WRN inhibitor,MmCpn inh,EPAC2 antagonist,PLK1 PBD block,CCT chaperon mod,EPAC1 ag,PI5P4Ka inh
CCN(CC)c1nc(OC)nc(-n2nnc(C(C)=O)c2C)n1,-3%,-8%,1%,-15%,-1%,0.1,5%,-1
CCOC(=O)/C(C#N)=C\c1ccc(OCC(=O)Nc2ccc(C)cc2C)c(OC)c1,-21%,-2%,-9%,-3%,2%,0.8,10%,10
COc1ccc(N(CC(=O)N2CCCCC2)S(=O)(=O)c2ccccc2)c(OC)c1,-1%,0%[57.1 µM],-4%,4%,-2%,0.5,-6%,.

# Next entries.
Molecule,EPAC1 antag,WRN inhibitor,MmCpn inh,EPAC2 antagonist,PLK1 PBD block,CCT chaperon mod,EPAC1 ag,PI5P4Ka inh
Cc1onc(-c2ccccc2)c1C(=O)Nc1ccc(S(=O)(=O)N2CCOCC2)cc1,9%,2%,-2%,-2%,-19%,-2.6,13%,2
COCC(C)N1CCC(Oc2ccc(C(=O)N3CCCC3)cc2)CC1 (configuration not stated),-8%,-9%,1%,2%,1%,-0.4,8%,7
CCCn1c(N2CCOCC2)nc2c1c(=O)[nH]c(=O)n2C,7%,0%,1%,7%,-10%,0.7,-4%,.
COc1ccc(-c2ccc(C(=O)Nc3cccc(C(F)(F)F)c3)c3occc23)c(C)c1,6%,-9%,.,9%,-3%,0.2,-12%,-8
N/C(=N\OC(=O)c1csnn1)c1ccc(C(F)(F)F)cc1,2%,-2%,0%,-2%,-7%,0.7,0%,-2
CCCCc1ccc(NC(=O)CSc2nc(=O)n(CCN(CC)CC)c3c2CCC3)cc1,-1%,-3%,2%,-3%,-10%,-2.2,6%,5
CN(C)CCCN(C(=O)/C=C/c1cccs1)c1nc2c(F)cccc2s1,-5%,3%,2%,1%,1%,2.0,-6%,4
Oc1ccccc1C=NCCCCCCN=Cc1ccccc1O,-21%,-8%,1%,-4%,-5%,1.0,5%,-4
O=C(/C=C/c1cccc([N+](=O)[O-])c1)Nc1ccccc1N1CCOCC1,-18%,-18%,2%,-6%,-3%,-0.1,0%,3
CCOc1ccc(N(CC(=O)NCCc2ccc(C)cc2)S(=O)(=O)c2c(C)noc2C)cc1,-4%,0%,3%,-3%,2%,-2.9,-14%,2
O=S(=O)(c1ccc(Nc2ccc3c(c2)OCO3)nc1)N1CCOCC1,-23%,-21%,0%,-14%,-7%,1.0,-4%,2
CCOc1cc2[nH]c(=O)n(CCCC(=O)NCc3ccco3)c(=O)c2cc1OCC,0%,1%,0%,-6%,-4%,-1.2,9%,-7
Cn1c(SCC(=O)NCC2CCCO2)ncc(C(=O)Nc2ccccc2)c1=O (configuration not stated),7%,-7%,0%,12%,-9%,2.4,-12%,-5
O=c1c(Cc2c(F)cccc2Cl)c(O)ccn1CCCn1ccnc1,?,0%,-4%,-6%,-3%,-2.6,-4%,-1
CCCNC(=O)Cn1c(=O)n(CC(=O)N2CCCCC2)c(=O)c2sccc21,0%,10%,1%,1%,-19%,-6.6,17%,-4
CCOc1ccccc1C1c2[nH]c3ccccc3c2C[C@H]2C(=O)N(C3CC3)CC(=O)N12 (some centres not stated),11%,3%,1%,1%,5%,-1.4,-11%,-1
CCc1cccc(CC)c1NC(=O)/C(C#N)=C/c1ccccc1C(F)(F)F,-25%,-8%,2%,-11%,-25%,-2.1,-21%,5
CCc1nc2c(OCc3ccc(F)cc3)cccn2c1N(C)C(=O)C(C)C,-4%,-2%,.,-13%,-9%,-1.3,8%,-9
O=C(CC(c1ccccc1)c1ccccc1O)NCc1ccco1 (configuration not stated),3%,-12%,-2%,-7%,-4%,-0.6,-1%,-4
CC1CN(CCOCCSc2ccccc2)CC(C)O1 (configuration not stated),2%,13%,1%,-2%,-14%,-0.3,7%,-2

# Single entries from above.
# Value of CCOc1ccc(N(CC(=O)NCCc2ccc(C)cc2)S(=O)(=O)c2c(C)noc2C)cc1 under EPAC2 antagonist: -3%
# Value of CN(C)CCCN(C(=O)/C=C/c1cccs1)c1nc2c(F)cccc2s1 under EPAC2 antagonist: 1%

# (list continues)
SMILES | EPAC1 antag | WRN inhibitor | MmCpn inh | EPAC2 antagonist | PLK1 PBD block | CCT chaperon mod | EPAC1 ag | PI5P4Ka inh
CCOc1cc2[nH]c(=S)n(CC3CCCO3)c(=O)c2cc1OCC (configuration not stated) | 4% | 5% | 1% | 0% | -6% | -0.1 | 0% | .
COc1ccc(NC(=O)c2sc3nc(N4CCOCC4)c4c(c3c2N)CC(C)(C)OC4)cc1 | -8% | 6% | -5% | 10% | 1% | -0.9 | 7% | -3
CC1CCN(S(=O)(=O)c2ccc3c(c2)c(=O)c(C(=O)NCc2ccco2)cn3C)CC1 | 18% | -29%[57.1 µM] | -1% | -4% | 5% | 0.9 | -7% | 1
O=C(CN1C(=O)NC2(CCCCCC2)C1=O)NCc1ccc(Cl)cc1 | -13% | -19% | -1% | -4% | 2% | -1.5 | 6% | -5
COc1ccc(S(=O)(=O)N2CCN(C(=O)Nc3ccccc3OC)CC2)cc1 | 5% | 8% | 2% | 0% | 4% | 0.0 | 1% | 1
COc1ccc(CC(=O)OCC(=O)NCCc2ccccc2)cc1OC | -9% | -4% | 0% | -4% | 1% | -1.8 | -18% | 1
CC(C)Cn1c(Cc2ccccc2)n[nH]c1=S | 8% | 11% | 1% | 3% | -15% | -3.4 | 5% | .
COc1cc(Cl)c(S(=O)(=O)n2cnc(C)c2)cc1Cl | 15% | 5% | -2% | 9% | -19% | -3.7 | 1% | .
COc1cccc(C2C(C(=O)OC(C)C)=C(C)Nc3ncnn32)c1 (configuration not stated) | -4% | 1% | 0% | -1% | -11% | -0.8 | 7% | .
FC(F)(F)c1cnc(N2CCSCC2)c(Cl)c1 | 6% | 0% | -2% | -3% | -22% | -0.6 | 8% | 0
Cc1ccc(Cn2nc(C)c(NC(=O)c3nn(C)cc3Cl)c2C)cc1 | -15% | -8% | 0% | -6% | -11% | 1.7 | 3% | 0
COC(=O)c1cn(CC(=O)N2CCCCC2C)c2ccccc12 (configuration not stated) | -3% | -12% | 1% | -9% | -4% | 1.0 | 7% | 5
O=C(NC1CCCC1)C1CCCN(S(=O)(=O)c2cccc3cccnc23)C1 (configuration not stated) | -12% | -6% | 1% | -9% | ? | 0.3 | 0% | 7
COC(=O)c1cc(S(=O)(=O)Nc2cc(OC)cc(OC)c2)c[nH]1 | -1% | -6% | 1% | -11% | ? | -0.6 | -3% | -8
CC(C)c1ccc(/C=C2\C(=O)N(CCN3CCOCC3)C(=S)N2C)cc1 | 8% | -1% | 1% | -10% | -12% | 1.2 | 16% | 14
O=C(CN(CCN1CCOCC1)C(=O)Cn1nnc(-c2ccc(F)cc2)n1)NC1CCCCC1 | 21% | -3% | -5% | 19% | -8% | 0.9 | 2% | .
COc1ccc(CN(C(=O)c2ccco2)C2CC(C)N(C)CC2C)cc1 (configuration not stated) | 0% | 1% | 1% | 7% | -4% | -1.9 | -4% | -1
CC(C)N(Cc1nc(-c2ccccc2)no1)C(=O)COc1ccccc1 | 4% | -3% | 0% | -12% | 3% | -1.0 | -10% | 9
